HKDC1 inhibitor: HKDC1 (human) hexokinase inhibition; Q2TB90; recombinant HKDC1, G6PDH/diaphorase resazurin coupled fluorescence; inhibition, % at 20 µM; hit rate 0.16% among 340,000; AID 493160;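 active = inhibition above about 35% when tested at 20 µM, limit read from the data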;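 note: plate controls were DMSO wells with enzyme for no effect and DMSO wells lacking enzyme for full effect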
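Material – in-house recombinant HK5 (HKDC1) enzyme · Quantity – HKDC1 at 5 µg/mL · Buffer or medium – pH 8.0 Tris buffer with 10 mM MgCl2 · Reagent – glucose with 1 mM ATP · Dosing – single 20 µM dose · Times – reaction time 90 min, room temperature, protected from light · Technique – resorufin fluorescence at 613 nm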
SENP8 block: inhibitors of human SENP8 protease; Q96LD8; purified SENP8, Z-RLRGG-aminoluciferin cleavage, luminescence; inhibition, % at 10 µM; hit rate 1.2% among 330,000; AID 2540
Target sequence (Q96LD8 whole entry, looked up): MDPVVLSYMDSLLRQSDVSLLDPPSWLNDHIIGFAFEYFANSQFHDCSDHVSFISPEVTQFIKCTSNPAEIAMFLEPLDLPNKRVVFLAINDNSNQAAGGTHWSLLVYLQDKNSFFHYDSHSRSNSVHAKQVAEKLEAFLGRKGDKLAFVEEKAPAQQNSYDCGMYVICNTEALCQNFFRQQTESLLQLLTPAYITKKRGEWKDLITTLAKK
Jurkat NFkB inh: inhibitors of the PMA/ionomycin-induced NF-kB reporter in Jurkat cells | PMA/ionomycin-induced NF-kB luciferase reporter, luminescence | inhibition, % at 4 µM | hit rate 0.53% among 330,000
697 NFkB inh: lowers PMA/ionomycin-induced NF-kB signal in 697 B cells; 697 B-cell NF-kB luciferase reporter, 16 h; inhibition, % at 4 µM; hit rate 0.33% among 330,000; in the data active = inhibition above about 35%
SENP7 block: inhibitors of human SENP7 protease; Q9BQF6; recombinant SENP7, Z-RLRGG-aminoluciferin luminescence, 40 min; inhibition, % at 5 µM; hit rate 1.5% among 330,000;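 active = inhibition above about 50% at the single test dose, limit read from the data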;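 note: plate controls were DMSO with enzyme for no effect and no enzyme buffer wells for full effect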
Target sequence (Q9BQF6 706-1050 limits assumed): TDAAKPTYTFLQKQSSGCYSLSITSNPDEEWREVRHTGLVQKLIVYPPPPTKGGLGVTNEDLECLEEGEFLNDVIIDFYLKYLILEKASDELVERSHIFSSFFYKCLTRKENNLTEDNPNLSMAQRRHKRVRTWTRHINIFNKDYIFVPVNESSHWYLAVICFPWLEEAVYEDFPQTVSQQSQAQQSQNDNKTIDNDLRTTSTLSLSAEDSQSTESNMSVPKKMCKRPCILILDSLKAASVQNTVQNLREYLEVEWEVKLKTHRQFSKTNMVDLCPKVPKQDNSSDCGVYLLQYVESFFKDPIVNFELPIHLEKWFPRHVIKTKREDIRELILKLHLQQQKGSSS
Gli-Sufu block: antagonists of Gli-Sufu signaling; Sufu-KO-LIGHT fibroblasts, Gli luciferase reporter luminescence; inhibition, % at 5 µM; hit rate 0.74% among 340,000; AID 588413;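 active = inhibition above about 55%, limit read from the data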;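 note: 0% = DMSO-treated cells and 100% = wells with medium but no cells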
Apaf1 inhib: blocks human Apaf-1 apoptosome activity. reconstituted apoptosome caspase-3 activity, DEVD-Rh110 fluorescence. inhibition, % at 20 µM. hit rate 0.71% among 330,000. AID 489030. O14727; active = inhibition of at least 40% at 20 µM;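 note: plate controls were DMSO wells for no effect and DEVD-CHO caspase inhibitor wells for full effect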
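Medium: Hepes buffer, pH 7.5 / System: biochemical Apaf-1 apoptosome reconstitution / Measured by: Rh110 fluorescence, excitation 480 nm, emission 540 nm / Times: compound with Apaf-1, dATP, procaspase-3 30 min, then 50 min reaction, room temperature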
UBC13 polyUb: inhibitors of human UBC13 polyubiquitin chain formation; TR-FRET; inhibition, % at 20 µM; hit rate 0.47% among 330,000; AID 485273; in the data active = inhibition above about 45%, passing the limit was not always enough
Target sequence (P61088 whole entry, looked up): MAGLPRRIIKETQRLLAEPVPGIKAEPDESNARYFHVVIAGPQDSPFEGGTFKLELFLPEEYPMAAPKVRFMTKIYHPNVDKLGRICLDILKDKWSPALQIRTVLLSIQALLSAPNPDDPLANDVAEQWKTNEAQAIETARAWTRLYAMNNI
* = called active by the depositor; x = no result given. Cut-off read from the data, not from the text of the source, unless noted: active = inhibition above about 50%; inactive = the rest.

smiles | HKDC1 inhibitor | SENP8 block | Jurkat NFkB inh | 697 NFkB inh | SENP7 block | Gli-Sufu block | Apaf1 inhib | UBC13 polyUb
NC(=O)CC(NC(=O)Cc1cccc2ccccc12)c1ccc(NC2CCN(Cc3ccccc3)CC2)c([N+](=O)[O-])c1 (configuration not stated) | -1 | -1 | -11 | -20 | -1 | 4 | 12 | -15
COc1ccc(CN(C(=O)c2cc3ccccc3oc2=O)C2CCCCC2)cc1OC | 0 | -4 | -13 | -13 | -2 | -8 | 7 | -2
CCOc1cc(/C=C2/C(=O)ON=C2C)ccc1O | 5 | -7 | -12 | 17 | -1 | -4 | -1 | -265
CCOC(=O)CN1C(=O)S/C(=C/c2cc(C)n(-c3ccccn3)c2C)C1=O | 5 | 1 | -33 | -4 | -10 | -47 | 2 | 4
Cc1onc(-c2ccccc2)c1C(=O)N/N=C/c1ccc(O)c([N+](=O)[O-])c1 | -1 | 5 | 12 | -15 | 3 | 0 | 0 | -42
Cc1ccc2c(c1)N(C(=O)CCC(=O)NCCCN1CCN(C)CC1)CCO2 | 1 | 6 | -9 | -6 | -3 | -9 | 3 | 6
CC(C)(C)c1ncc(S(=O)(=O)c2ccc(C(F)(F)F)cn2)c(N)n1 | -5 | 4 | 8 | -3 | -4 | 10 | -11 | 0
Cc1ccc2c(c1)SC1=NC(c3ccccc3)(C(F)(F)F)NC(=O)N12 (configuration not stated) | x | 2 | -11 | -10 | 8 | x | 7 | 4
O=C(Cc1cccc(F)c1)Nc1ccc2c(c1)CCC2 | 5 | -11 | -14 | -8 | -12 | 17 | -2 | 5
COC(=O)CC1COc2ccccc2N1C(=O)c1ccc(C(C)(C)C)cc1 (configuration not stated) | 4 | 4 | -7 | -40 | 4 | 13 | 29 | 2
O=C(COC(=O)c1ccc([N+](=O)[O-])cc1)NC12CC3CC(CC(C3)C1)C2 | 0 | -2 | 0 | 11 | 9 | 4 | 9 | 11
CCOC(=O)C1CCN(C(=O)C2(NC(=O)Nc3cccc(F)c3)CCCCC2)CC1 | -9 | 0 | 6 | 14 | 1 | x | 4 | 14
COc1cc(NC(=O)c2ccc(Br)o2)ccc1NC(=O)c1ccccc1Cl | 13 | 10 | 8 | 15 | -2 | 5 | -4 | 7
CSc1cccc(NS(=O)(=O)c2ccc(F)cc2)c1 | 2 | 3 | 7 | -2 | 5 | 5 | 9 | 8
O=C(CSc1nnc(NC(=O)C2CC(=O)N(c3ccc(F)cc3)C2)s1)NCc1ccco1 (configuration not stated) | 1 | -11 | 15 | -21 | 8 | 5 | 4 | -5
CC(NC(=O)COC(=O)c1ccc2c(=O)n3c(nc2c1)CCCCC3)c1ccccc1 (configuration not stated) | 3 | -4 | 0 | 5 | 6 | 3 | -10 | 4
O=C(COc1ccccc1)Nc1ccc(N2CCN(C(=O)c3cccs3)CC2)cc1 | -1 | 4 | 12 | -12 | -5 | -8 | -3 | 2
O=C(NNC(=O)c1nn(-c2ccc(F)cc2)ccc1=O)c1ccccc1Cl | 3 | -1 | 3 | 13 | 4 | -8 | 1 | 81*
CN1CC(=O)N(CC(=O)N2CCC(Cc3ccccc3)CC2)C1=O | -9 | 1 | 7 | 29 | 5 | 2 | -11 | -2
COC(=O)c1ccccc1NC(=O)CSc1nc(-c2ccco2)cc(C(F)(F)F)n1 | 2 | 6 | 56* | 0 | -1 | 38 | 10 | 2
Cc1ccc(C(=O)N/C(=C\c2ccc(Cl)cc2)C(=O)NCC2CCCO2)cc1 (configuration not stated) | -7 | -2 | 14 | 13 | 4 | -4 | 2 | -1
C[C@@H](C(=O)Nc1ccc(SC(F)F)cc1)N1C(=O)C2CCCCC2C1=O (some centres not stated) | -3 | 4 | 7 | -8 | -5 | 3 | 1 | 10
O=C(Nc1ccccc1F)N1CCC(NC(=O)C23CC4CC(CC(C4)C2)C3)CC1 | 1 | -1 | -23 | -20 | 2 | -10 | 4 | -1
COC(=O)c1ccc(OCC(=O)c2ccc(C)c(C)c2)cc1 | 1 | -12 | -8 | -121 | -5 | -21 | 10 | -2
O=C(CCC(=O)N(CC(=O)NC1CCCCC1)Cc1ccc(F)cc1)Nc1nccs1 | 4 | -1 | -26 | -13 | 1 | 3 | 15 | -3
COc1ccccc1CNC(=O)CCNC(=O)c1ccco1 | -6 | 10 | 14 | -1 | -8 | -3 | -8 | 7
Cc1ccc(C)c(NC2=NCC(=O)N2c2ccc3c(c2)OCCO3)c1 | -3 | -4 | -2 | 10 | 6 | 0 | -5 | 4
CCc1noc(C)c1C(=O)N(CCC(C)C)c1c(N)n(Cc2ccccc2)c(=O)[nH]c1=O | -4 | 8 | 2 | -12 | 6 | -2 | 6 | 2
CCOC(=O)C(CC)Sc1nnc2c3cc(C)ccc3n(C)c2n1 (configuration not stated) | 7 | 3 | -26 | -14 | 14 | 12 | 22 | 1
Cc1ccc(C(CC(=O)O)C2CCOC(C)(C)C2)cc1 (configuration not stated) | -9 | 3 | 5 | 16 | 0 | -1 | -5 | 5
Cc1nn2c3ccccc3n(Cc3ccccc3)c2nc1=O | -2 | 0 | -12 | 4 | -2 | 0 | -5 | 14
Cc1ccc(-c2nn(-c3ccccc3)cc2C=C2C(=O)CC(C)(C)CC2=O)cc1 | 17 | 10 | -35 | -50 | 3 | -44 | 19 | -15
O=C(c1ccc(Br)s1)N1CCN(c2ccccn2)CC1 | 4 | -5 | -12 | 3 | -6 | -9 | 5 | -1
Cc1cc(C)nc(SCC(=O)Nc2ccc(S(=O)(=O)Nc3nccs3)cc2)n1 | -4 | 1 | 8 | 8 | 0 | -17 | -8 | -1
CCN1CCN(C(=O)c2cc(S(=O)(=O)N3CC(C)CC(C)C3)ccc2Cl)CC1 (configuration not stated) | -2 | 8 | 5 | 5 | 4 | 11 | 2 | -3
S=c1[nH]nc(Cn2nnc3ccccc32)n1-c1ccccc1 | -4 | -12 | 12 | 5 | -2 | 2 | -1 | 12
COc1ccc(-c2noc(CCCC(=O)O)n2)cc1 | -5 | 8 | 48 | 74* | -24 | 43 | -7 | 4
COc1cccc(N2CCN(S(=O)(=O)c3ccc(-n4cnnn4)cc3)CC2)c1 | -3 | 0 | 7 | -1 | 4 | 12 | -2 | 9
COc1ccc(CCNC(=O)COc2ccc3c(c2)OCO3)cc1 | 2 | 6 | -1 | -19 | 7 | 1 | 5 | -6
O=C(N/N=C/c1cccc([N+](=O)[O-])c1)c1ccncc1 | -4 | 4 | 8 | 20 | 5 | 1 | -18 | -3

Reprinted at random: six entries already listed.
smiles | HKDC1 inhibitor | SENP8 block | Jurkat NFkB inh | 697 NFkB inh | SENP7 block | Gli-Sufu block | Apaf1 inhib | UBC13 polyUb
S=c1[nH]nc(Cn2nnc3ccccc32)n1-c1ccccc1 | -4 | -12 | 12 | 5 | -2 | 2 | -1 | 12
COc1ccc(-c2noc(CCCC(=O)O)n2)cc1 | -5 | 8 | 48 | 74* | -24 | 43 | -7 | 4
COc1ccc(CCNC(=O)COc2ccc3c(c2)OCO3)cc1 | 2 | 6 | -1 | -19 | 7 | 1 | 5 | -6
COc1cccc(N2CCN(S(=O)(=O)c3ccc(-n4cnnn4)cc3)CC2)c1 | -3 | 0 | 7 | -1 | 4 | 12 | -2 | 9
O=C(N/N=C/c1cccc([N+](=O)[O-])c1)c1ccncc1 | -4 | 4 | 8 | 20 | 5 | 1 | -18 | -3
CCN1CCN(C(=O)c2cc(S(=O)(=O)N3CC(C)CC(C)C3)ccc2Cl)CC1 (configuration not stated) | -2 | 8 | 5 | 5 | 4 | 11 | 2 | -3

(continued)
Below each compound – HKDC1 inhibitor	SENP8 block	Jurkat NFkB inh	697 NFkB inh	SENP7 block	Gli-Sufu block	Apaf1 inhib	UBC13 polyUb
- COc1ccc2c(c1OC)CN(C)CCc1cc3c(cc1C(=O)C2)OCO3
→ -5	-2	3	21	-2	-1	-5	6
- O=C(Nc1cccc(S(=O)(=O)N2CCOCC2)c1)c1ccccn1
→ -4	-6	2	12	5	7	-8	-3
- CC(=O)N1CCN(C(=O)c2cc(-c3ccc(C)o3)nc3ccccc23)CC1
→ -4	-16	-9	8	-5	-10	-8	17
- C[C@@H](CN=[N+]=[N-])CN1CC[C@H](O)CCC1=O
→ 0	2	5	25	-3	-7	-2	-12
- COc1cccc(NC(=O)CCNS(=O)(=O)c2ccc3c(c2)oc(=O)n3C)c1
→ -3	-13	1	-8	7	-6	-7	-5
- Cc1ccccc1C(=O)NCCOc1ccccc1Cl
→ -5	-8	-132	-137	1	-95	4	-6
- Cn1cccc1-c1cc(C(=O)N/N=C/C=C/c2ccccc2)[nH]n1
→ -4	-2	-12	-23	-3	2	23	-11
- COc1ccccc1N1C(=NC(=O)CCc2ccccc2)SC2CS(=O)(=O)CC21 (configuration not stated)
→ -4	-5	2	9	1	1	-1	6
- CCOc1ccc(Cl)cc1CNc1nnnn1CC
→ -4	0	4	-3	-1	-3	2	-2
- NC(=O)c1cc2cc(Br)ccc2oc1=NCc1ccccc1
→ -3	-2	-4	-3	1	2	32	-5
- CCn1cc(C(=O)N(C)CC(OC)OC)c(=O)c2cc(S(=O)(=O)N3CCOCC3)ccc21
→ -7	1	6	-3	-5	-17	-11	-3
- CC(=O)N(CCC1(c2ccc(C)cc2)CCOC(C(C)C)C1)Cc1ccco1 (configuration not stated)
→ -4	-1	0	6	7	-8	-2	-4
- Cc1cccc2cc(CN(Cc3ccco3)S(=O)(=O)c3ccc4c(c3)OCCO4)c(=O)[nH]c12
→ -3	0	9	4	-6	7	7	6
- CC1=C(C(=O)OCc2ccccc2)C(c2cccs2)NC(=O)N1CCCC(=O)O (configuration not stated)
→ -5	3	12	20	-2	-14	-7	3
- COc1cc2c(C(=O)OCCN(C)C)c(CSc3ccccc3)n(C)c2cc1Br
→ -1	-4	3	-6	3	20	13	13
- Cc1ccc(S(=O)(=O)C2C(=O)NC3(C)CC2c2ccccc2O3)cc1 (configuration not stated)
→ -7	-6	4	14	0	-5	-9	11
- NS(=O)(=O)c1cccc(NC(=O)CSc2nnc(-c3ccccc3F)n2C2CC2)c1
→ 7	-8	0	24	-5	-1	-16	6
- COc1cc(CO)ccc1OCC(=O)N1CCc2ccccc21
→ -6	-6	-8	5	3	-13	12	-3
- COc1ccc(C(c2nnnn2Cc2ccccc2)N2CCN(c3nc4ccccc4s3)CC2)cc1 (configuration not stated)
→ 0	-13	-7	-11	-12	10	32	-21
- CCc1nnc(NC(=O)C2c3ccccc3Oc3ccccc32)s1
→ 6	4	5	9	-1	-9	-4	6
- COc1ccc2nc(C(F)(F)C(F)(F)F)c(C#N)c(N)c2c1
→ 9	-9	5	-17	3	-2	7	-6
- COc1ccccc1NC(=O)Cn1c(=O)c(N(C)C)c(N)n(C)c1=O
→ 16	1	-6	-6	4	6	-5	0
